# HEK293 tox: qHTS of GLP-1 Receptor Inverse Agonists: Cytotox Screen | Potency, µM (titrated, usually from 38.3 µM), for the others: at the highest dose activity change, negative = inhibition, hits mostly inhibitors | AID 624418, 2012 | hit rate 0.13% among 410,000 | HEK293 cAMP-luciferase reporter cells, luminescence, 24 h;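 note: loss of luciferase light is scored as toxicity; potency is the fitted concentration of half-maximal effect; % is set by controls: 0 for no effect and ±100 for the full control effect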
#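 Here, cytotoxicity is scored as loss of luminescence. The MLSMR collection was tested on cells seeded in medium containing 10% Nu serum, with a 24 hr compound exposure preceded by 12 hours of culture.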
# PLK1 PBD block: qHTS for Inhibitors of PLK1-PDB (polo-like kinase 1 - polo-box domain): Primary Screen; Serine/threonine-protein kinase PLK1 (Homo sapiens), P53350; Plk1 PBD binding of FITC phosphopeptide, fluorescence polarization; Potency, µM, for inactives: max response, negative = inhibition, actives largely listed as inhibitors; hit rate 2.8% among 360,000; note: potency is the fitted concentration of half-maximal effect; series mostly up to about 57 µM; % is set by controls: 0 for no effect and ±100 for the full control effect; nearly all actives have a fitted effect of over 65% in size
# GLP-1R inv ag: qHTS of GLP-1 Receptor Inverse Agonists (Inhibition Mode); hit rate 1.6% among 410,000; HEK293 GLP-1R CRE-luciferase, luminescence, 24 h; GLP-1R form is constitutively active; Potency, µM (top dose mostly 38.3 µM), without a hit: at the top dose activity change, negative = inhibition, most hits filed as inhibitors; AID 624417, 2012; Glucagon-like peptide 1 receptor (Homo sapiens), P43220; note: potency is the fitted concentration of half-maximal effect; % is set by controls: 0 for no effect and ±100 for the full control effect; nearly all actives have a fitted effect of over 55% in size
# Target sequence (P43220 whole entry, looked up): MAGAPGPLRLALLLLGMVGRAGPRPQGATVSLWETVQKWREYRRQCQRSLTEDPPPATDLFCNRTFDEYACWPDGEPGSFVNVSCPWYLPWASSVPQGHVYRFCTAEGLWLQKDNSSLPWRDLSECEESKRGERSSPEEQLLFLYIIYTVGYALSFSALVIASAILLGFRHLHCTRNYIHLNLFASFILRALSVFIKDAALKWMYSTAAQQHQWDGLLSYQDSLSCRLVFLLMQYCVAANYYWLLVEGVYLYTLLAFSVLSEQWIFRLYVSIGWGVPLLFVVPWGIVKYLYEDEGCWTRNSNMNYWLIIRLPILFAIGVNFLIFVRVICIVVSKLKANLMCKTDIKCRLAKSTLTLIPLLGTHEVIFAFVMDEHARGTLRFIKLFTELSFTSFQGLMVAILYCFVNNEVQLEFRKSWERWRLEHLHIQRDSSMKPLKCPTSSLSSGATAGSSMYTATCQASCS
#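 Cells are plated, allowed 12 hours at 37 deg C, then treated with compounds for 24 hr before luciferase detection reagent is added and luminescence is read after 12 min at room temperature. The HEK293 line carries constitutively active GLP-1R with a cAMP-responsive reporter.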
# EPAC1 ag: qHTS for Agonist of cAMP-regulated guanine nucleotide exchange factor 3 (EPAC1): primary screen. EPAC1 agonist qHTS, biochemical assay; response scale: 100% = response to 6.5 mM cAMP. Rap guanine nucleotide exchange factor 3 (Homo sapiens), O95398. Potency, µM (highest dose often 154 µM), inactives show at the top dose activation, hits mostly activators. hit rate 0.073% among 360,000; note: potency is the fitted concentration of half-maximal effect; nearly all actives have a fitted effect of over 60% in size
#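 Read-out is the fluorescence drop as BODIPY-GDP leaves Rap1B (480 nm excitation, 540 nm emission), recorded every 5 minutes over 30 minutes. Reactions held 100 nM EPAC1, 250 nM Rap1B–BODIPY-GDP and 50 uM GDP, with 6.5 mM cAMP setting full activation.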
# IL2 activator: qHTS of IL-2 Activators | AID 652025, 2013 | activation, % (series mostly up to about 46 µM) | hit rate 0.065% among 360,000 | IL-2 activation reporter assay, cell-based qHTS; stimulated with anti-CD3/CD4/CD28 beads; in transgenic mouse T cells; in the data active = activation above about 50%; inconclusive = mostly about 30% to 49%; note: 0% is about no effect
#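 Unstimulated transgenic mouse T cells preincubated 60 min with compound, then stimulated with anti-CD3/anti-CD4-coated beads plus anti-CD28 for 18 h at 37 degrees C. IL-2 response read as EGFP and DsRed fluorescence by plate cytometry.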
# PI5P4Ka inh: qHTS for Inhibitors of phosphatidylinositol 5-phosphate 4-kinase (PI5P4K). AID 652105, 2013. PI5P4Kalpha enzyme, ADP-Glo luminescence, 60 min; active compounds read low. hit rate 1.2% among 330,000. Phosphatidylinositol 5-phosphate 4-kinase type-2 alpha (Homo sapiens), P48426. max response, %; active = max response of -50% or lower; inconclusive = between -30% and -50%; inactive = -30% or higher; note: value at the top dose of about 77 µM; % is set by controls: 0 for no effect and ±100 for the full control effect
# Target sequence (P48426 whole entry, looked up): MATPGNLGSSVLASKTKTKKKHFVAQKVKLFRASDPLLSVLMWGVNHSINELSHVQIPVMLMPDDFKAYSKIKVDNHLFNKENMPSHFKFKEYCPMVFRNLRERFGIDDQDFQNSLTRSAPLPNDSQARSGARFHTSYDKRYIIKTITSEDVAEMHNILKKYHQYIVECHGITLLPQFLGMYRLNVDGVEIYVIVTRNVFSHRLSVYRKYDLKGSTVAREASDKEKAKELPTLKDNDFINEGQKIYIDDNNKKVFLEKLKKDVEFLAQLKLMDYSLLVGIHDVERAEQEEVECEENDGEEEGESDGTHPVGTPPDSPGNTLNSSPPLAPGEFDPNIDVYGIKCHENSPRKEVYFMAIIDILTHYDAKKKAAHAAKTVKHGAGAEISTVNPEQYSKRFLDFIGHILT
#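 Reactions run in 0.038 M HEPES pH 7.4, 0.28 mM EGTA, 0.1% CHAPS and 5% DMSO, with PI5P4Kalpha, substrate, compound and 5 microM ATP final, one hour at room temperature. Readout is ADP-Glo luminescence.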
# PTHR1 agonist: qHTS for PTHR1 Agonists: Primary Screen; Parathyroid hormone/parathyroid hormone-related peptide receptor (Homo sapiens), Q03431; HEK293 GP2 PTHR1 cells, GloSensor cAMP luminescence, 1 h; Potency, µM (series often up to 115 µM), inactives show top-dose activation, hits mostly activators; hit rate 0.075% among 410,000; note: potency is the fitted concentration of half-maximal effect; nearly all actives have a fitted effect of over 55% in size; some results filed as inactive show a strong effect at the top dose; inactives centre near -15; many of its hits are not listed in these tables
#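 HEK-293-derived GP2 cells expressing PTHR1 and a GloSensor cAMP reporter, 3,000/well, plated overnight, given luciferin plus IBMX (each 0.5 mM as added) for 1 h at 37 °C, then compound for 1 h at 37 °C. Luminescence was read after 15 min at room temperature.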
# EPAC1 antagonist: qHTS for Antagonist of cAMP-regulated guanine nucleotide exchange factor 3 (EPAC1): primary screen; Rap guanine nucleotide exchange factor 3 (Homo sapiens), O95398; EPAC1 GEF assay, Rap1b-BODIPY-GDP exchange fluorescence; Potency, µM (titrated, usually from 115 µM), without a hit: top-dose activity change, negative = inhibition, actives largely listed as inhibitors; hit rate 0.14% among 360,000; AID 720709, 2013;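 note: potency is the fitted concentration of half-maximal effect; plate controls were vehicle for no effect and positive control for full effect; nearly all actives have a fitted effect of over 50% in size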
# GLP1R ag: qHTS of GLP-1 Receptor Agonists. HEK293 GLP-1R CRE-luciferase, luminescence, 4-6 h; cells express a hypersensitive GLP-1R form. Potency, µM (highest dose often 45.6 µM), without a hit: at the highest dose activation, actives largely listed as activators. hit rate 0.007% among 380,000. AID 624172, 2012; note: potency is the fitted concentration of half-maximal effect; % of control where 0% means no effect
# Numbers without * were called inactive; i = inactive; ? = inconclusive; . = not tested or not shown; & = joins results of further samples; [ ] = dose if it differs, or a comment. Unless noted, calls come from the whole dose curve; as a rule, active = well fitted curve in the direction sought with a large enough effect; inconclusive = small, poorly fitted or top-dose-only effect, or another doubt; inactive = no such curve, though single readings can be large; an effect the other way counts as inactive or inconclusive.
SMILES,HEK293 tox,PLK1 PBD block,GLP-1R inv ag,EPAC1 ag,IL2 activator,PI5P4Ka inh,PTHR1 agonist,EPAC1 antagonist,GLP1R ag
Cc1ccc(S(=O)(=O)N2CCN(C(=O)c3ccco3)CC2)cc1C,1%,-5%,?,-4%,-1.0,7,-25%,21%,3%
COC(=O)c1cccc(C(=O)N2CCCC(Nc3ccc4c(c3)OCCO4)C2)c1 (stereo not given),-15%,0%,6%,-2%,-1.8,-1,-19%,2%,-3%
O=C(O)CCC(=O)Nc1ccc(C(=O)N2CCCCC2)cc1,-16%,-3%,-2%,2%,-1.4,.,i,4%,-4%
C=CCN1C(c2cccc(C(F)(F)F)c2)=CS/C1=C(/C#N)c1nnc(N2CCOCC2)n1-c1ccccc1,-22%,-12%,?,-13%,0.4,-15,i,-12%,?
Cc1ccc(C(=O)N2CCN(S(=O)(=O)c3ccc(C)cc3)CC2)cc1,3%,-8%,?,3%,2.4,1,-2%,-14%,12%
Cc1ccc2nc(-c3cccc(SC4CCCCC4)c3)c(NC3CCCCC3)n2c1,7%&3%,5%&-11%,-4%&-1%,-1%&-7%,-3.0&0.1,0&-3,-17%,-7%&-26%,12%&10%
Cc1ccc2[nH]c3c(c2c1)SC(C)(C)CC3=O,77%[activator],-2%,?,1%,3.7,-1,-20%,-8%,27%
O=C(NCc1n[nH]c(=S)n1-c1ccc(Br)cc1)c1cccs1,5%[7.66 µM],?,13%[7.66 µM],14%,0.5,-1,-28%,-13%,3%
CC(C)c1ccc(NC(=O)C2Cc3c(-c4ccc5c(c4)OCO5)ccnc3O2)cc1 (stereo not given),2%,6%,?,-2%,0.1,-2,i,0%,13%
O=C(NCCC(=O)N1CCN(c2ccccc2O)CC1)c1ccc(Br)cc1,5%,-4%,?,9%,0.0,-1,-13%,7%,-2%
CCOc1ccc(NC(=O)NC23CC4CC(CC(C4)C2)C3)cc1,-8%,-12%,2.5µM*,-4%,-1.8,6,-92%[inhibitor],-11%,9%
Cc1ccc(C(O)c2ncc(-c3ccccc3F)[nH]2)c(C)c1 (stereo not given),3%,-10%,2%,-1%,0.5,-1,-25%,?,8%
CN(Cc1ccccc1)C(=O)CCNC(=O)Cn1cnc2ccccc2c1=O,0%,-7%,18%,-1%,3.7,1,i,-16%,-10%
Cc1ccc(-n2cc(CN3CCN(C(=O)c4ncn[nH]4)CC3)c(-c3ccc(F)cc3)n2)cc1,23%,1%,?,-3%,0.5,-1,-13%,-21%,5%
CC(=O)c1c(C)oc2ccc(N(C(=O)C3CCCCC3)S(=O)(=O)c3cc([N+](=O)[O-])ccc3C)cc12,0%,0%,5%,-16%,-2.4,-6,-15%,?,1%
Oc1ccc(/C=N/Nc2nn3cnnc3c3ccccc23)cc1,3%,-4%,31%[activator],5%,-0.4,-3,0%,13%,3%
CC1CC1C(=O)OCC(=O)c1c(N)n(C)c(=O)n(C)c1=O (stereo not given),8%,3%,-15%,7%,0.1,-7,-16%,-17%,1%
OC(c1ccccc1)c1nccn1Cc1ccccc1 (stereo not given),-2%,0%,-13%,14%,-0.2,1,4%[57.5 µM],-13%,-13%
Cc1ccc(S(=O)(=O)N(C)CC(=O)NNC(=O)CCC(=O)c2ccc(F)cc2)cc1,-5%,3%,2%,-3%,0.2,-5,i,-26%,5%
COc1ccc(NC2=NCCCCC2)cc1,-3%,9%,-10%,-7%,-0.4,-4,i,-5%,0%
O=C1CC/C=C\C[C@@H](CC(=O)N(CCO)Cc2ccccc2)C(=O)NC[C@@H](c2ccccc2)O1,-1%,-10%,-7%,-8%,1.8,0,i,2%,8%
CC(=O)N1CN(C2CCS(=O)(=O)C2)Cc2c1sc1c2CCCC1 (stereo not given),-20%,-10%,5%,2%,0.2,-4,-16%[57.5 µM],9%,0%
COc1ccc(C(=O)Nc2ccccn2)cc1S(=O)(=O)N1CCOCC1,-4%,-1%,4%,5%,3.9,5,-21%,-1%,3%
CC[C@@]12C(=O)N(c3cccc(Br)c3)C(=O)N1[C@H](c1ccc(Br)cc1)[C@@H]1C(=O)N(C(C)(C)C)C(=O)[C@@H]12,-14%,13%,?,3%,2.7,4,i,-12%,0%
Cc1ccc(NC(=O)CNC(c2ccccc2)c2ccccc2)c(F)c1,-27%,-1%,11µM*,7%,-0.3,3,-19%,-5%,8%
COc1ccccc1CC(=O)N1CCN(c2cccc(Cl)c2)CC1,2%,-11%,-19%,-2%,-0.2,-3,-32%,1%,-10%
CC(=O)C1CCC2C3CC=C4CC(SC(=N)N)CCC4(C)C3CCC12C (stereo not given),-30%,-5%,?,5%,-4.0,-5,i,-1%,-18%
COc1ccc(CN2C(=O)C(NC(=O)c3ccccc3C)(C(F)(F)F)N=C2c2ccccc2)cc1 (stereo not given),-10%,.,?,.,.,.,-3%,.,6%
O=C(NCCc1ccccc1Cl)C1CC(=O)N(C2CCCCC2)C1 (stereo not given),-1%,-5%,0%,-11%,-3.0,3,i,-10%,3%
N#Cc1ccc(N2CCOCC2)nc1,11%,0%,14%,12%,-0.3,-5,-46%[inhibitor],1%,7%
O=C(CSc1nnc(Cc2cccs2)n1C1CC1)NC1CCS(=O)(=O)C1 (stereo not given),5%,-21%,12%,-5%,0.3,-4,?,-10%,-6%
CN1C(=O)c2cccc3c(S(=O)(=O)N(C)C)ccc1c23,363%[activator],-3%,77%[activator],-5%,-2.8,5,i,-14%,3%
Cc1ccc(COC(=O)c2nn(C)c(=O)c3ccccc23)cc1,6%,-8%,0%,-2%,-8.7,15,-25%,-20%,9%
CC(C)C[C@H]1CNC(=S)N1CC1CCN(CCCC2CCCCC2)CC1,-9%,-6%,?,-11%,-0.7,-14,-74%[inhibitor],-5%,-1%
COc1c(N2CCN(C(=S)NCc3ccccc3)C(C)C2)c(F)cc2c(=O)c(C(=O)O)cn(C3CC3)c12 (stereo not given),12%,?,-23%,14%,-0.3,-14,-30%[inhibitor][57.5 µM],-19%,-7%
O=C1CC2c3ccccc3C1C1C(=O)N(CCc3ccccc3)C(=O)C21 (stereo not given),-1%,-14%,-5%,3%,-1.7,5,-20%,-5%,-3%
C/C(=N\NC(N)=S)C1C2C3CC4C5CC(C42)C1C53 (stereo not given),?,-7%,?,2%,-2.9,-4,i,7%,1%
COc1ccccc1Cn1c(=S)[nH]c2cc(C(=O)NCC3CCCO3)ccc2c1=O (stereo not given),1%,-12%,-33%,6%,-1.9,-12,-40%[inhibitor],-10%,5%
Cn1c(=O)[nH]c(=O)c2c1nc(CN1CCOCC1)n2Cc1ccc(F)cc1,-20%,-6%,26%,-17%,-0.9,4,-29%,-2%,-3%
CCN(CC)S(=O)(=O)c1cccc(-n2c(O)c(C=Nc3ccccc3C(=O)O)c3ccccc3c2=O)c1,-2%,24µM*,99%[activator],9%,-1.7,-2,?,-8%,8%
COC(=O)c1cc(C(=O)c2c(C)cc3ccccn23)cc([N+](=O)[O-])c1,?,-1%,?,4%,-0.5,9,-4%,-9%,16%
CCN(CC)C(=O)c1cc2c(=O)oc3ccccc3c2s1,0%,-14%,57%[activator],7%,-3.3,.,-18%,15%,25%

# Eight of these compounds in another layout.
Structure | HEK293 tox | PLK1 PBD block | GLP-1R inv ag | EPAC1 ag | IL2 activator | PI5P4Ka inh | PTHR1 agonist | EPAC1 antagonist | GLP1R ag
COc1c(N2CCN(C(=S)NCc3ccccc3)C(C)C2)c(F)cc2c(=O)c(C(=O)O)cn(C3CC3)c12 (stereo not given) | 12% | ? | -23% | 14% | -0.3 | -14 | -30%[inhibitor][57.5 µM] | -19% | -7%
O=C1CC2c3ccccc3C1C1C(=O)N(CCc3ccccc3)C(=O)C21 (stereo not given) | -1% | -14% | -5% | 3% | -1.7 | 5 | -20% | -5% | -3%
C/C(=N\NC(N)=S)C1C2C3CC4C5CC(C42)C1C53 (stereo not given) | ? | -7% | ? | 2% | -2.9 | -4 | i | 7% | 1%
COc1ccccc1Cn1c(=S)[nH]c2cc(C(=O)NCC3CCCO3)ccc2c1=O (stereo not given) | 1% | -12% | -33% | 6% | -1.9 | -12 | -40%[inhibitor] | -10% | 5%
Cn1c(=O)[nH]c(=O)c2c1nc(CN1CCOCC1)n2Cc1ccc(F)cc1 | -20% | -6% | 26% | -17% | -0.9 | 4 | -29% | -2% | -3%
CCN(CC)S(=O)(=O)c1cccc(-n2c(O)c(C=Nc3ccccc3C(=O)O)c3ccccc3c2=O)c1 | -2% | 24µM* | 99%[activator] | 9% | -1.7 | -2 | ? | -8% | 8%
COC(=O)c1cc(C(=O)c2c(C)cc3ccccn23)cc([N+](=O)[O-])c1 | ? | -1% | ? | 4% | -0.5 | 9 | -4% | -9% | 16%
CCN(CC)C(=O)c1cc2c(=O)oc3ccccc3c2s1 | 0% | -14% | 57%[activator] | 7% | -3.3 | . | -18% | 15% | 25%

# Compound activity deposited in PubChem BioAssay by National Center for Advancing Translational Sciences (NCATS).

# Not all compounds are listed; count on the stated rates, not on these rows.
